PfGluPho inh: PfG6PD (Plasmodium falciparum) enzyme inhibition. PfGluPho enzyme, NADPH resazurin-diaphorase fluorescence. inhibition, % at 20 µM. 0.78% of 350,000 active. AID 504690;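 active = inhibition reaching at least a set limit at 20 µM in the primary screen, cut at about 59% in these data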;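 also: 0% = DMSO wells with substrate and 100% = DMSO wells lacking glucose-6-phosphate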
SENP6 inh: SENP6 protease inhibition; AID 2599; inhibition, % at 10 µM; Recombinant SENP6 catalytic domain, aminoluciferin luminescence; 1.8% of 330,000 active;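 active = inhibition above about 50% at the single tested dose, limit read from the data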;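 also: plate controls were DMSO wells with enzyme for no effect and DMSO wells lacking enzyme for full effect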
Target sequence (Q9GZR1 628-1112 limits assumed): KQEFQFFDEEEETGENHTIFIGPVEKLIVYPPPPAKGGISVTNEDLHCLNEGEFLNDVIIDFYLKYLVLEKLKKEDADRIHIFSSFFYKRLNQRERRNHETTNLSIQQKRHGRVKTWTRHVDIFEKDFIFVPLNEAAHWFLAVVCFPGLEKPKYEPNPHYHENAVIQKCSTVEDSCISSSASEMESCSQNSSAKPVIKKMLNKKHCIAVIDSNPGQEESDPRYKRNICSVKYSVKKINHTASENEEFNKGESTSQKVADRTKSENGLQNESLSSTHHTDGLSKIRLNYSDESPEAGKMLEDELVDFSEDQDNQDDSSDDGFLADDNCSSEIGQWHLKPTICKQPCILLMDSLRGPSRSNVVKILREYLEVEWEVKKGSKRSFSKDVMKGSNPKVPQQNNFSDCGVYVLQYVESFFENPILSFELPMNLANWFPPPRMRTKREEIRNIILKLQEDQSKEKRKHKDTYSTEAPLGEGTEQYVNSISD
NR3A LBD binder: modulates the human NR3A ligand-binding domain | Tm shift relative to glycine control, % at 25 µM | NR3A LBD differential scanning fluorimetry, Tm shift; 0% = protein alone, 100% = glycine-bound protein | AID 1259313 | 2.5% of 340,000 active;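 active = melting temperature shift of at least 10% of the positive control shift, at one fixed dose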
SENP8 inh: SENP8 (human) protease inhibition; Q96LD8; recombinant SENP8, Nedd8 substrate fluorescence; inhibition, % at 20 µM; 0.64% of 360,000 active; in the data active = inhibition mostly above about 40%, no sharp cut-off; inactive = mostly below about 27%
Target sequence (Q96LD8 whole entry, looked up): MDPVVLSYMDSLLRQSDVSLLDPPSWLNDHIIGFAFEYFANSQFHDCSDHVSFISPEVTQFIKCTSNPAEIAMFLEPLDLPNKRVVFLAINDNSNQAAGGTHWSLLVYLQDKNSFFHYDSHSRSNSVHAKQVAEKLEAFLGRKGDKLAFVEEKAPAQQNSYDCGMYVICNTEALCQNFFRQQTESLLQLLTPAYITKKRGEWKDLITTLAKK
HKDC1 inh: HKDC1 (human) hexokinase inhibition; Q2TB90; recombinant HKDC1, G6PDH/diaphorase resazurin coupled fluorescence; inhibition, % at 20 µM; 0.16% of 340,000 active; AID 493160;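 active = inhibition above about 35% when tested at 20 µM, limit read from the data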;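 also: plate controls were DMSO wells with enzyme for no effect and DMSO wells lacking enzyme for full effect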
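Incubation: 90 min at room temperature in dark / Material: recombinant HKDC1 (HK5) hexokinase enzyme, produced in-house / Quantity: enzyme 5 µg/mL final / Compound: one dose of 20 µM, 1% DMSO / Reagent: glucose and ATP substrates / Buffer or medium: Tris pH 8.0 buffer with MgCl2, Tween-20, BSA, BME / Technique: resorufin fluorescence at 613 nm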
SENP7 block: SENP7 protease inhibition; Q9BQF6; recombinant SENP7, Z-RLRGG-aminoluciferin luminescence, 40 min; inhibition, % at 5 µM; 1.5% of 330,000 active; AID 434973;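 active = inhibition above about 50% at the single test dose, limit read from the data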;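 also: plate controls were DMSO with enzyme for no effect and no enzyme buffer wells for full effect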
ATG4B inh: inhibitors of human ATG4B cysteine protease; inhibition, % at 8.33 µM; ATG4B cleavage of LC3-PLA2, NBD-HPC fluorescence, 1 h; 0.51% of 340,000 active; Q9Y4P1; AID 504462; in the data active = inhibition above about 40%
Target sequence (Q9Y4P1 whole entry, looked up): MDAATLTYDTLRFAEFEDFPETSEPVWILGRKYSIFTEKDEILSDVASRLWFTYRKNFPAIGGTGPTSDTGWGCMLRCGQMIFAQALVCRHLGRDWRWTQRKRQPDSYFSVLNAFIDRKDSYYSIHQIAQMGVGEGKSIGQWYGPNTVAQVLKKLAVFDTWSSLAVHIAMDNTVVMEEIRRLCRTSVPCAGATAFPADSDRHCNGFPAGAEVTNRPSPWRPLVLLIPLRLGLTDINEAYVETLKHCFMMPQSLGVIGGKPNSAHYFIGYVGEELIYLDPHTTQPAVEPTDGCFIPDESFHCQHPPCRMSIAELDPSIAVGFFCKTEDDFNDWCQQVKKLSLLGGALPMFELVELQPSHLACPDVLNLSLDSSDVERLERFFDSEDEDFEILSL
MPTP block: blocks calcium-induced mitochondrial swelling; AID 602449; inhibition, % at 10 µM; 1.4% of 360,000 active; isolated mouse mitochondria, Ca2+ swelling absorbance, 30 min;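 active = inhibition of 50% or more, scaled per plate between neutral and stimulator controls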;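 also: 0% = DMSO wells given calcium and 100% = 1 mM EGTA wells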
* hit, by the source's call; & = joins results of further samples. Compounds were not picked by outcome. Share with any hit: about 6.9%.

O=C(CSc1nnc(NC(=O)c2ccc(F)cc2F)s1)NC1CCCC1 was read as PfGluPho inh 6.5, SENP6 inh 20.4, NR3A LBD binder 2.4, SENP8 inh -5.7, HKDC1 inh 5.4, SENP7 block -1.2, ATG4B inh -4.0 and MPTP block 0.7.
`COc1ccc(-c2cc(C(F)(F)F)nc(SCCC(=O)N3CCN(C)CC3)n2)cc1` gave PfGluPho inh -2.5, NR3A LBD binder 0.3, SENP8 inh 13.6, HKDC1 inh -7.2, ATG4B inh -5.4 and MPTP block 0.2.
Screening Cc1noc(/C=C/N(C)C)c1S(=O)(=O)N1CCC(C(=O)O)CC1 returned PfGluPho inh 6.4, SENP6 inh 5.3, NR3A LBD binder 3.8, SENP8 inh 24.1, HKDC1 inh -4.0, SENP7 block -5.3, ATG4B inh -2.5 and MPTP block 0.4.
CCOC(=O)c1c(C)[nH]c(C)c1S(=O)(=O)N(C)CC(=O)NCc1cccc(C)c1 was read as PfGluPho inh 1.2, SENP6 inh -3.0, NR3A LBD binder -9.0, SENP8 inh 8.1, HKDC1 inh -0.6, SENP7 block -0.2, ATG4B inh 5.6 and MPTP block 0.2.
Screening Cc1c(N=C/C=C2/N(C)c3ccccc3C2(C)C)c(=O)n(-c2ccccc2)n1C returned PfGluPho inh -1.4&-5.1, SENP6 inh -0.2, NR3A LBD binder -0.8&-10.5, SENP8 inh 6.7&23.3, HKDC1 inh -6.2&-2.5, SENP7 block -1.7, ATG4B inh -6.7&6.2 and MPTP block -0.7&3.1.
`CCN(C(=O)Cc1c(C(=O)O)n(C)c2ccccc12)c1cccc(C)c1` gave PfGluPho inh 4.5, SENP6 inh -18.9, NR3A LBD binder -1.0, SENP8 inh 9.9, HKDC1 inh -1.9, SENP7 block 6.2, ATG4B inh -0.8 and MPTP block 0.0.
For O=C1CSC(c2ccncc2)N1Cc1ccco1 (stereo not drawn) the results were PfGluPho inh 15.7, SENP6 inh 3.5, NR3A LBD binder -1.2, SENP8 inh 2.1, HKDC1 inh -5.5, SENP7 block -1.3, ATG4B inh -9.9 and MPTP block -1.8.
Cc1onc(-c2ccccc2)c1C(=O)Nc1sccc1C#N was read as PfGluPho inh -6.2, SENP6 inh 33.1, NR3A LBD binder -12.7, SENP8 inh 1.2, HKDC1 inh 0.4, SENP7 block 0.6, ATG4B inh -0.2 and MPTP block -0.9.
Screening CCOC(=O)c1c(C)c(C(=O)NC(C)COC)c(C)n1C (stereo not drawn) returned PfGluPho inh -2.6, SENP6 inh -10.2, NR3A LBD binder 0.7, SENP8 inh 17.9, HKDC1 inh -9.0, SENP7 block -4.4, ATG4B inh -10.1 and MPTP block -1.0.
COC(=O)c1c(-c2ccccc2)csc1NC(=O)CSc1ncnc2sc(C)c(C)c12 was read as PfGluPho inh -7.3, SENP6 inh 5.9, NR3A LBD binder 1.3, SENP8 inh 8.0, HKDC1 inh -4.6, SENP7 block -4.2, ATG4B inh -1.6 and MPTP block 3.5.
Screening CCCn1c(=O)[nH]c(=O)c2c1nc(-c1cccs1)n2CCOC returned PfGluPho inh 14.5, SENP6 inh -2.9, NR3A LBD binder -0.8, SENP8 inh -445.8, HKDC1 inh -2.5, SENP7 block 5.9, ATG4B inh -0.2 and MPTP block 0.9.
`CCOc1ccccc1N(CC(=O)N1CCOCC1)S(=O)(=O)c1ccc(SC)cc1` gave PfGluPho inh -6.4, NR3A LBD binder -0.1, SENP8 inh 5.0, HKDC1 inh -2.2, ATG4B inh -6.0 and MPTP block 3.8.

Brought forward from above: 2 compounds, then new ones.
Screening CCCn1c(=O)[nH]c(=O)c2c1nc(-c1cccs1)n2CCOC returned PfGluPho inh 14.5, SENP6 inh -2.9, NR3A LBD binder -0.8, SENP8 inh -445.8, HKDC1 inh -2.5, SENP7 block 5.9, ATG4B inh -0.2 and MPTP block 0.9.
`CCOc1ccccc1N(CC(=O)N1CCOCC1)S(=O)(=O)c1ccc(SC)cc1` gave PfGluPho inh -6.4, NR3A LBD binder -0.1, SENP8 inh 5.0, HKDC1 inh -2.2, ATG4B inh -6.0 and MPTP block 3.8.
For Cc1cc(C)c(C(=O)CSc2nc(C)cc(C)c2C(N)=O)c(C)c1 the results were PfGluPho inh -5.9, SENP6 inh 0.2, NR3A LBD binder 2.0, SENP8 inh -252.6, HKDC1 inh 14.9, SENP7 block 0.2, ATG4B inh -1.3 and MPTP block 2.6.
For Cc1ccccc1NC(=O)c1csc2c1CCCC2 the results were PfGluPho inh 7.9, SENP6 inh -3.8, NR3A LBD binder -1.4, SENP8 inh 7.7, HKDC1 inh -6.5, SENP7 block -10.8, ATG4B inh 7.9 and MPTP block 1.8.
For O=c1nc(Nc2ccc([N+](=O)[O-])cc2)[nH]c(=O)[nH]1 the results were PfGluPho inh -2.0, SENP6 inh -10.3, NR3A LBD binder 0.1, SENP8 inh 26.3, HKDC1 inh 2.8, SENP7 block 7.1, ATG4B inh -6.3 and MPTP block -0.2.
COc1ccc(Nc2nc(N)nc(CSc3nnc(N)s3)n2)cc1 was read as PfGluPho inh -0.8, SENP6 inh -12.5, NR3A LBD binder 9.4, SENP8 inh 13.9, HKDC1 inh 0.4, SENP7 block -2.4, ATG4B inh -3.2 and MPTP block -0.7.
Cc1cc(C)cc(NS(=O)(=O)Cc2ccccc2)c1 was read as PfGluPho inh 4.7, SENP6 inh -18.9, NR3A LBD binder 1.1, SENP8 inh 22.1, HKDC1 inh 5.6, SENP7 block 5.5, ATG4B inh -3.2 and MPTP block 0.3.
For CCN1C(=O)/C(=C\c2cn(-c3ccccc3)nc2-c2cccnc2)SC1=S the results were PfGluPho inh -0.8, NR3A LBD binder 2.6, SENP8 inh 35.6, HKDC1 inh -0.6, ATG4B inh -3.4 and MPTP block 2.6.
`CCOC(=O)CCc1c(C(=O)OCC)[nH]c(CC)c1C(=O)OCc1ccccc1` gave PfGluPho inh 21.1, SENP6 inh -13.2, NR3A LBD binder -1.2, SENP8 inh 17.9, HKDC1 inh 5.8, SENP7 block -8.1, ATG4B inh 0.1 and MPTP block 5.1.
Cc1ccc(S(=O)(=O)Nc2ccc(S(=O)(=O)N3CCOCC3)cc2)cc1 was read as PfGluPho inh -18.6, SENP6 inh -4.0, NR3A LBD binder 5.2, SENP8 inh 3.5, HKDC1 inh 4.0, SENP7 block 7.6, ATG4B inh 6.2 and MPTP block 0.6.
`Cn1cnc(S(=O)(=O)Nc2cc(-c3ccc(Cl)cc3)nn2C)c1` gave PfGluPho inh -5.6, SENP6 inh -16.4, NR3A LBD binder -0.1, SENP8 inh 2.6, HKDC1 inh -0.6, SENP7 block 4.8, ATG4B inh -8.6 and MPTP block 0.7.
CCC1(c2ccccc2)NC(=O)N(CC#N)C1=O (stereo not drawn) was read as PfGluPho inh -9.1, SENP6 inh 2.8, NR3A LBD binder 1.1, SENP8 inh 11.2, HKDC1 inh -11.7, SENP7 block -8.2, ATG4B inh -2.5 and MPTP block 0.2.
For O=C(c1cccnc1)N1CCc2ccccc21 the results were PfGluPho inh -3.6, SENP6 inh -6.5, NR3A LBD binder 0.8, SENP8 inh 11.3, HKDC1 inh -1.9, SENP7 block -2.0, ATG4B inh -9.1 and MPTP block 1.6.
For COc1cccc(NC(=O)CSc2ccc3nnc(CCNC(=O)c4ccccc4)n3n2)c1 the results were PfGluPho inh 4.2, SENP6 inh -9.6, NR3A LBD binder -1.7, SENP8 inh -7.4, HKDC1 inh -4.9, SENP7 block 2.4, ATG4B inh -10.8 and MPTP block 0.2.
Cc1ccc2cc(C)c3nnc(SCC(=O)NCc4ccco4)n3c2c1 was read as PfGluPho inh 17.9, SENP6 inh -8.7, NR3A LBD binder 1.2, SENP8 inh -34.1, HKDC1 inh 17.1, SENP7 block 5.1, ATG4B inh -7.0 and MPTP block -2.5.
`Cc1c(Br)cc(C(=O)NC2CCCCC2)c(C)c1C` gave PfGluPho inh 1.0, SENP6 inh 1.7, NR3A LBD binder -5.4, SENP8 inh 9.7, HKDC1 inh -6.5, SENP7 block -4.4, ATG4B inh -6.8 and MPTP block 0.3.
`Cc1cc(C)nc(N2N=C(c3ccccc3)CC2=O)n1` gave PfGluPho inh 4.1, SENP6 inh 6.1, NR3A LBD binder 0.1, SENP8 inh 26.0, HKDC1 inh 3.1, SENP7 block 4.8, ATG4B inh 5.7 and MPTP block 0.6.
For CC(C)N1C(=O)C2C(c3ccccc3O)NC(C)(C(=O)O)C2C1=O (stereo not drawn) the results were PfGluPho inh -3.2, SENP6 inh -2.7, NR3A LBD binder 0.1, SENP8 inh 6.4, HKDC1 inh -7.9, SENP7 block -2.0, ATG4B inh -9.4 and MPTP block -1.5.
`Cc1ccc(C)n1/N=C1/NC(=O)CS1` gave PfGluPho inh 11.5, SENP6 inh -1.9, NR3A LBD binder -0.4, SENP8 inh 22.5, HKDC1 inh 9.0, SENP7 block -3.2, ATG4B inh 41.2* and MPTP block 0.3.
For Cc1cc(C(=O)N/N=C/c2cc(Br)ccc2OC(=O)c2ccccc2)n[nH]1 the results were PfGluPho inh -9.3, SENP6 inh -23.2, NR3A LBD binder -0.4, SENP8 inh 14.1, HKDC1 inh -11.3, SENP7 block 6.6, ATG4B inh 33.7 and MPTP block -0.3.
Screening O=C(Nc1nnc(-c2ccc(Br)cc2)o1)c1cccc(N2C(=O)CCC2=O)c1 returned PfGluPho inh -26.1, SENP6 inh -4.9, NR3A LBD binder -4.7, SENP8 inh 5.1, HKDC1 inh 1.5, SENP7 block 4.5, ATG4B inh 2.9 and MPTP block -2.8.
CSc1ccc(/C=N/Nc2cccc(C(=O)O)c2)cc1 was read as PfGluPho inh 11.5, NR3A LBD binder -12.9, SENP8 inh -110.3, HKDC1 inh 5.3, ATG4B inh 13.4 and MPTP block 0.4.
CCN1CCN(C(=O)C(NS(=O)(=O)c2ccc3nc(C)sc3c2)C(C)C)CC1 (stereo not drawn) was read as PfGluPho inh -2.1, SENP6 inh 0.8, NR3A LBD binder 1.0, SENP8 inh 10.0, HKDC1 inh 0.5, SENP7 block 1.3, ATG4B inh -5.4 and MPTP block 0.6.
Screening COc1ccc(CCC(C)NCC(C)c2ccccc2)cc1 (stereo not drawn) returned PfGluPho inh -11.1, SENP6 inh -11.4, NR3A LBD binder 0.1, SENP8 inh 21.6, HKDC1 inh 2.3, SENP7 block -6.6, ATG4B inh -1.9 and MPTP block 2.4.
`COc1ccc(-c2cc(=O)c3cc(OC)c(OC)cc3[nH]2)cc1` gave PfGluPho inh -7.2, SENP6 inh -8.5, NR3A LBD binder -3.5, SENP8 inh -491.9, HKDC1 inh -1.3, SENP7 block 10.6, ATG4B inh -7.5 and MPTP block -0.8.
Screening FC(F)(F)c1cnc(-c2cnc3c(-c4ccc(Cl)cc4)cnn3c2)c(Cl)c1 returned PfGluPho inh 4.1, SENP6 inh 5.9, NR3A LBD binder 3.5, SENP8 inh 21.3, HKDC1 inh -5.5, SENP7 block 8.8, ATG4B inh -3.4 and MPTP block 0.6.
O=c1[nH]c(C(Cl)Cl)nc2sc3c(c12)CCN(Cc1ccccc1)C3 was read as PfGluPho inh 20.2, NR3A LBD binder 15.0*, SENP8 inh -314.6, HKDC1 inh 21.9, ATG4B inh 16.7 and MPTP block -0.1.
For Cc1nc2c(C)cccc2c2c1CCN2c1ccccc1F the results were PfGluPho inh -24.2, SENP6 inh -15.6, NR3A LBD binder -1.9, SENP8 inh -423.9, HKDC1 inh -24.2, SENP7 block -3.3, ATG4B inh 3.9 and MPTP block 20.2.
Screening CC1CCC(NC(=O)C2CC(=O)N(c3ccc4c(c3)OCCO4)C2)CC1 (stereo not drawn) returned PfGluPho inh 3.7, SENP6 inh -8.0, NR3A LBD binder -0.1, SENP8 inh 0.2, HKDC1 inh -2.3, SENP7 block -3.3, ATG4B inh -4.4 and MPTP block 0.8.
`Cc1cc(C)n(-c2cc(Cl)ccc2[N+](=O)[O-])n1` gave PfGluPho inh 4.0, SENP6 inh -15.7, NR3A LBD binder -0.3, SENP8 inh 23.7, HKDC1 inh -13.2, SENP7 block -6.0, ATG4B inh -7.9 and MPTP block 0.1.
Cc1nonc1CC(=O)NC1CC(C)(C)Cc2c1cnn2-c1ccc(F)cc1 (stereo not drawn) was read as PfGluPho inh 4.7, SENP6 inh 3.0, NR3A LBD binder 3.8, SENP8 inh 2.6, HKDC1 inh -4.2, SENP7 block 0.4, ATG4B inh -5.9 and MPTP block -1.6.
